Bioassay records from PubChem BioAssay.
HepG2 viability – kills HepG2 cells in TGF-b inhibitor counter-screen; HepG2 CAGA-GFP viability, ATP luminescence, 18 h; Potency, µM (series often up to 46.1 µM), for inactives: at the top dose activity change, negative = cytotoxicity, hits mostly cytotoxic; 410,000 tested, 0.76% active; AID 588856; further: potency means the concentration at half of the fitted maximal effect; some results filed as inactive show a strong effect at the top dose
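CellTiter-Glo luminescence gave cytotoxicity after 18 hours at 37 degrees C. The cells were HepG2 CAGA-GFP in 1% FBS DMEM, stimulated with 500 pg/mL TGF-beta after compound addition. %Activity was normalised to no-cell wells (complete cell-killing) and DMSO (no toxicity), and curves were fitted and classified.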
CCT chaperon mod – cytosolic chaperonin activity modulation; purified chaperonin ATPase assay, HTRF ADP detection, 30 min; activity change, % (test concentration not listed), hits read low; 360,000 tested, 0.3% active; AID 651819; in the data active means activity change below about -30%; further: on the % scale 0 is the no-effect control and ±100 the full control effect
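We incubate TRiC, 40 or 20 nM final, with library compounds at 76 uM and 10 uM ATP for 30 min at 37 °C. ADP formed is detected with Transcreener HTRF reagents after 30 min at room temperature.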
Akt phos inh – blocks phosphorylation of Akt. activity change, % for hits at 50 µM. AID 651550. Neuro2A IGF-stimulated pAkt S473 HTRF, 20 min; stronger effect = lower value. 360,000 tested, 0.32% active; in the data active means activity change below about -80%; inconclusive means mostly about -51% to -80%; further: on the % scale 0 is the no-effect control and ±100 the full control effect
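Neuro2A cells in DMEM with 0.5% FBS, overnight at 37 deg C, given compound at single 50 µM final, then IGF (6 nM final) for 20 min at 37 deg C. Lysed; phospho-Akt Ser473 by HTRF after 24 h, 665/615 ratio.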
Nrf2 inh – Nrf2 pathway inhibition; Potency, µM (highest dose often 46 µM), for inactives: at the highest dose activity change, negative = inhibition, actives largely listed as inhibitors; 360,000 tested, 2.1% active; AID 504444; A549 ARE-Fluc reporter, luciferase luminescence, 18-24 h; further: potency means the concentration at half of the fitted maximal effect; on the % scale 0 is the no-effect control and ±100 the full control effect; nearly all actives have a fitted effect of over 60% in size
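A549 ARE_Fluc cells, 5000/well, 5% FBS OPTI-MEM; compounds in dose-response, 18-24 h at 37 °C/5% CO2; CellTiter-Fluor viability read (Ex 405/Em 525), then BugLite luciferase luminescence = Nrf2 activity.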
TGFb inhibitor – inhibitors of TGF-b signaling; HepG2 CAGA-GFP TGF-b/SMAD3 reporter, GFP fluorescence, 18 h; TGF-beta stimulated, 500 pg/mL final; Potency, µM (series often up to 46.1 µM), without a hit: at the top dose activity, negative = inhibition, hits mostly inhibitors; 410,000 tested, 1.2% active; further: potency means the concentration at half of the fitted maximal effect; on the % scale 0 is the no-effect control and ±100 the full control effect; nearly all actives have a fitted effect of over 65% in size
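GFP signal (ex488/em500-530) from TGF-beta-stimulated HEPG2 CAGA-GFP cells, 500 pg/mL final, 18 h at 37 degrees C in DMEM plus 1% FBS, normalized to unstimulated and DMSO-stimulated controls.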
Nrf2 ARE act – activators of Nrf2 (ARE) signaling. Potency, µM (top dose mostly 46.1 µM), for inactives: at the highest dose activation, actives largely listed as activators. AREc32 ARE-luciferase reporter (MCF7-derived line), luminescence, 24 h. 410,000 tested, 0.31% active; further: potency means the concentration at half of the fitted maximal effect; % of control where 0% means no effect; nearly all actives have a fitted effect of over 65% in size
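For detection, Steady-Glo was added and plates sat 30 min at RT; before that, AREc32_Fluc cells grown overnight in OPTI-MEM/5% FBS had been treated with 23 nL compound for 24 hr at 37 deg C.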
A549 tox – kills or reduces viability of A549 cells in Nrf2 counter-screen; A549 ARE-Fluc cells, CellTiter-Fluor viability, 18-24 h; Potency, µM (titrated, usually from 46 µM), for inactives: top-dose activity change, negative = cytotoxicity, actives largely listed as inhibitors; 390,000 tested, 0.16% active; AID 504648; further: potency means the concentration at half of the fitted maximal effect; on the % scale 0 is the no-effect control and ±100 the full control effect
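Cytotoxicity counterscreen: CellTiter-Fluor fluorescence was measured in A549 ARE_Fluc cells after 18-24 h of compound exposure in a concentration series. The subsequent BugLite luminescent read reports ARE-luciferase activity.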
Mm-Cpn inhibitor – M. maripaludis TRiC chaperonin inhibition; purified Mm-Cpn ATPase, ADP Transcreener TR-FRET; Potency, µM (top dose mostly 76.9 µM), without a hit: at the top dose activity, negative = inhibition, usual class: inhibitors; 330,000 tested, 0.031% active; AID 504842; further: potency means the concentration at half of the fitted maximal effect; on the % scale 0 is the no-effect control and ±100 the full control effect; nearly all actives have a fitted effect of over 80% in size
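Eu-cryptate anti-ADP/ADP-d2 competition gives a ratio inversely related to ADP. Enzyme at 25 nM was pre-exposed to compound for 10 min, then given 10 uM ATP for 30 min, 37°C throughout.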
Abeta rescue – compounds reversing amyloid beta toxicity in yeast; yeast expressing A-beta42, growth rescue, OD600, 48 h; response scale: 0% DMSO, 100% iron-clioquinol control; Potency, µM (top dose mostly 46.1 µM), for inactives: at the top dose growth rescue, hits mostly activators; 410,000 tested, 0.063% active; AID 1347071; further: potency means the concentration at half of the fitted maximal effect; nearly all actives have a fitted effect of over 55% in size
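Growth rescue measured by 600 nm absorbance after 48 h yeast culture at 30 C with compound. Values normalized between DMSO and an equimolar ferric chloride plus clioquinol control.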
An asterisk follows results filed as active; i = inactive; ? = inconclusive; nt = not tested or not shown; [ ] = dose if it differs, or a comment. Unless noted, the call rests on the fitted dose curve; in most records, active means well fitted curve in the direction sought with a large enough effect; inconclusive means small, poorly fitted or top-dose-only effect, or another doubt; inactive means no such curve, though single readings can be large; an effect the other way counts as inactive or inconclusive. Hits appear at their usual frequency; overall some 4.3% were active at least once.

SMILES	HepG2 viability	Nrf2 inh	TGFb inhibitor	Mm-Cpn inhibitor	A549 tox	CCT chaperon mod	Akt phos inh	Abeta rescue	Nrf2 ARE act
O=C(O)C1CC=CCC1C(=O)NCCc1csc(-c2ccccc2)n1 (stereo unspecified)	-2.2%	31.4%	-6.7%	-2.6%	8.2%	-0.3	i	1.2%	0.5%
COC(=O)C1=CN(Cc2ccc(OC)c(OC)c2)C=C(C(=O)OC)C1c1cccc(O)c1	-12.1%	-12.9%	11.3%	-1.2%	14.3%	-0.3	i	11.1%	5.2%
COc1ccc2c(c1)c(CC(=O)OC(C)C(=O)N(C)C)c(C)n2C(=O)c1ccc(Cl)cc1 (stereo unspecified)	-6.2%	-16.4%	-9.1%	-0.2%	0.6%	-2.6	i	-6.0%	0.6%
CCCN1C(=O)CC(c2ccco2)Sc2ccccc21 (stereo unspecified)	-19.5%	nt	-7.6%	-4.3%	7.5%	0.0	i	0.4%	2.9%
COc1cc(OC)c2c(OC)cccc2n1	-16.9%	12.0%	8.5%	-16.5%	18.9%	0.1	i	-5.6%	2.7%
O=C(Nc1ncc(Cl)cn1)c1cccs1	-5.8%	?	-25.3%	0.6%	7.5%	0.4	i	-1.9%	3.8%
COc1ccc(NC(=O)c2oc3ccccc3c2NC(=O)C(C)(C)C)cc1	-5.6%	nt	-10.3%	-0.6%	-5.2%	0.6	nt	7.0%	-0.5%
O=C(NC1CC(=O)N(c2ccc(F)cc2)C1)c1ccc(S(=O)(=O)N2CCOCC2)cc1 (stereo unspecified)	-1.9%	nt	0.0%	nt	-8.4%	nt	nt	-5.2%	-1.1%
COc1ccc(C(=O)N/N=C/c2ccc(OC)c(COc3ccc(F)cc3F)c2)cc1	-58.5%	?	-1.0%	-3.7%	-9.9%	0.6	i	-3.1%	0.0%
COc1ccnc(N=CNOCc2ccc(Cl)cc2)c1C#N	14.2%	6.9%	9.3%	0.7%	-1.8%	1.6	i	-13.5%	-0.3%

(continued)
SMILES	HepG2 viability	Nrf2 inh	TGFb inhibitor	Mm-Cpn inhibitor	A549 tox	CCT chaperon mod	Akt phos inh	Abeta rescue	Nrf2 ARE act
CC(COC(=O)c1ccccc1)(COC(=O)c1ccccc1)/[N+]([O-])=C/c1ccccc1	-7.8%	4.3%	?	0.1%	5.8%	-1.1	i	10.0%	2.6%
CCc1ccc(/C=C/C(=O)c2c(C)cc(C)[nH]c2=O)cc1	-61.5%	18.4µM*	?	1.0%	-22.9%	-1.8	i	-13.2%	-1.7%
Cc1ccccc1-n1nc(C(=O)O)cc1-c1ccccc1	-4.1%	-12.8%	-1.7%	2.1%	2.7%	-2.6	i	0.2%	-0.3%
COC(=O)C1=CN(Cc2ccc(F)cc2)C=C(C(=O)OC)C1c1ccc(O)c(OC)c1	0.6%	8.0%	-8.5%	-0.1%	1.6%	-1.0	i	-12.6%	0.3%
Cc1cc(OCC(C)C)ccc1/C(O)=C1/C(=O)C(=O)N(Cc2cccnc2)C1c1ccncc1 (stereo unspecified)	-8.6%	1.8%	2.0%	-29.9%	-5.7%	-6.0	i	-2.3%	0.4%
CCOC(=O)[C@]12CCC=C1N(CCC1=CCCCC1)C(=O)[C@H](CC(=O)N1CCCCC1)C2	nt	nt	nt	nt	nt	-2.4	i	-22.3%	0.7%
NC(=O)CC(NC(=O)c1ccccc1)c1ccc(N2CCN(c3ccc(F)cc3)CC2)c([N+](=O)[O-])c1 (stereo unspecified)	-10.2%	20.6µM*	?	-0.8%	-19.0%	0.1	i	6.2%	-0.3%
O=C(Oc1ccccc1)c1ccc2nccnc2c1	5.0%	10.6%	0.5%	-0.4%	-13.1%	-0.2	i	-9.1%	0.1%
O=C1NC(=O)/C(=C\c2ccc(O)cc2O)S1	-13.8%	-6.3%	-20.1%	-1.1%	-3.2%	0.2	i	-2.5%	0.3%
COc1ccc(Cl)cc1NC(=O)CCCC(=O)c1ccccc1	-9.3%	-4.8%	0.0%	-0.2%	0.7%	-5.0	i	-11.3%	-0.7%

Some values from the entries so far:
Entry of COc1ccc(Cl)cc1NC(=O)CCCC(=O)c1ccccc1 under A549 tox: 0.7%
Entry of O=C(Oc1ccccc1)c1ccc2nccnc2c1 under Abeta rescue: -9.1%

Following part.
SMILES	HepG2 viability	Nrf2 inh	TGFb inhibitor	Mm-Cpn inhibitor	A549 tox	CCT chaperon mod	Akt phos inh	Abeta rescue	Nrf2 ARE act
COc1cc(C(=O)NCc2nnc(SCC(=O)NC3CCCC3)o2)cc(OC)c1OC	1.6%	-23.1%	6.2%	1.5%	-0.1%	-2.3	i	8.9%	-1.1%
CCn1c(COc2cccc(C)c2)nnc1SCC(=O)Nc1cccc(C(=O)O)c1	12.0%	nt	46.0%[activator]	1.6%	0.0%	-3.2	i	-0.7%	1.9%
COc1ccc(/C=C/c2cc(=O)c3cc(Cl)ccc3o2)cc1	-3.7%	?	-0.4%	-0.7%	-6.1%	0.1	i	-22.8%	3.8%
Cc1ccc2c(c1)C(=O)C(=O)N2Cc1ccc(C(F)(F)F)cc1	17.8µM*	17.3%	15.8µM*	-0.3%	18.0%	0.0	i	-72.2%[inhibitor]	-0.8%
O=C1/C(=C/N(C(=O)c2ccco2)c2ccc(Br)cc2)Sc2ccccc21	-54.5%	?	-10.6%	-1.7%	-16.1%	-9.1	i	-57.6%[inhibitor]	9.9%
Cc1cc(C(=O)CCl)c(C)n1CCc1ccc(F)cc1	-71.6%	?	?	-1.4%	0.9%	0.5	i	-29.4%	?
CC(C)CC(C(=O)O)N1C(=O)C2C3c4ccccc4C(c4ccccc43)[C@@H]2C1=O (stereo partly specified)	-4.5%	-16.9%	-4.0%	-2.0%	2.4%	1.2	i	11.2%	-0.6%
COCCn1c(SCC(=O)NC2CCCC2)nnc1-c1ccncc1	21.3%	4.3%	11.9%	1.1%	6.0%	-1.0	i	-11.6%	0.0%
CCOc1cc(/C=C2/SC(=Nc3ccccc3)N(Cc3cccnc3)C2=O)ccc1OCC#N	-2.4%	?	20.1%	0.5%	-18.2%	-0.8	i	-8.3%	0.3%
COc1cccc(OC)c1CN1CCCC(C(=O)c2ccccc2SC)C1 (stereo unspecified)	-23.7%	-18.5%	?	-5.9%	-21.5%	-1.8	i	6.3%	0.1%

(continued)
SMILES	HepG2 viability	Nrf2 inh	TGFb inhibitor	Mm-Cpn inhibitor	A549 tox	CCT chaperon mod	Akt phos inh	Abeta rescue	Nrf2 ARE act
NNC(=O)c1n[nH]c2c1CC(C1CCCCC1)CC2 (stereo unspecified)	-8.9%	2.1%	-6.1%	1.3%	13.2%	-1.0	i	-26.9%	0.2%
c1ccc(C[C@H]2CN=C(Nc3ccccc3)N2CC2CCCC2)cc1	nt	nt	nt	nt	nt	-1.4	i	-2.4%	1.8%
CON(C)C(=O)/C=C/CCCCNC(=O)OC(C)(C)C	-5.8%	-29.2%	28.1%	?	-11.2%	9.7	i	-18.5%	-0.5%
COCc1cc(=O)[nH]c(/N=C(\N)Nc2ccc(C)cc2)n1	-32.0%	-0.1%	11.9%	1.6%	0.5%	-2.1	i	1.3%	-0.5%
COc1ccccc1Oc1c(C)oc2c(CN(C)C)c(O)ccc2c1=O	10.3%	-14.3%	6.6%	-5.9%	1.5%	-1.8	i	-3.7%	0.8%
Cc1ccc(N(C(C)C(=O)Nc2ccc(S(=O)(=O)N3CCOCC3)cc2)S(C)(=O)=O)cc1C (stereo unspecified)	-0.6%	nt	9.7%	1.4%	-1.2%	-1.4	i	4.2%	-0.9%
CC(=O)Nc1ccc(NC(=O)COC(=O)c2ccc(Cl)nc2)cc1	11.2%	-10.3%	-0.4%	-0.7%	-7.7%	1.1	i	-2.0%	-0.6%
O=c1[nH]c(SCc2cccc([N+](=O)[O-])c2)nc2[nH]ncc12	-11.3%	-16.0%	0.7%	-4.5%	-1.4%	2.7	i	-13.6%	?
O=c1ncn(-c2ccccc2C(F)(F)F)c2ncccc12	-5.3%	0.0%	10.9%	1.3%	0.0%	1.4	i	13.1%	2.7%
O=C(O)c1ccc(-c2nnn(Cc3ccccc3F)n2)cc1	3.6%	-7.0%	-9.0%	1.7%	0.1%	-2.2	i	nt	-0.1%

Next section
SMILES	HepG2 viability	Nrf2 inh	TGFb inhibitor	Mm-Cpn inhibitor	A549 tox	CCT chaperon mod	Akt phos inh	Abeta rescue	Nrf2 ARE act
O=C(Nc1cccc(-c2csc(Nc3ccc(Cl)cc3)n2)c1)c1cccc(C(F)(F)F)c1	0.3%	?	?	-1.9%	-24.0%	-0.2	i	1.6%	-2.8%
Cc1ccc(NC(=O)CN(C)CC(=O)N(C)Cc2ccccc2)cc1	-9.4%	1.5%	-2.1%	-0.5%	7.9%	-5.6	i	-16.6%	-1.0%
Cc1ccc(CNC(=O)CN(C)S(=O)(=O)c2ccc(Br)s2)cc1	-10.2%	7.5%	4.1%	nt	5.3%	nt	nt	-16.2%	-0.7%
COc1cccc(C2Nc3cccc4cccc(c34)N2)c1	-10.1%	11.2%	?	0.5%	-6.3%	-4.6	i	1.6%	8.1%
Fc1ccccc1OCCCCCCN1CCCC1	-27.6%	5.4%	-8.6%	0.4%	-11.8%	2.5	i	8.5%	-0.2%
COc1ccc(CNC(=O)c2ccc3c(c2)nc2n3CCCCC2)cc1	-2.1%	nt	0.0%	nt	25.5%	nt	nt	-16.7%	3.8%
